EBNA-1 inh: blocks EBNA-1 binding to DNA. EBNA-1 DNA binding, fluorescence polarization. inhibition, % at 14.8 µM. 300,000 tested, 0.34% active; in the data active = inhibition above about 28%
PAFAH1B3 FP inh: PAFAH1B3 (human) inhibition; Q15102; recombinant PAFAH1B3, FP-rhodamine probe, fluorescence polarization; inhibition, % at 3.39 µM; 340,000 tested, 0.28% active;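 active = inhibition above the screen-wide average of all tested compounds plus 3 SD, cut at about 25% in these data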;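 also: 0% = enzyme with DMSO only and 100% = wells lacking PAFAH1B3 protein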
Target sequence (Q15102 whole entry, looked up): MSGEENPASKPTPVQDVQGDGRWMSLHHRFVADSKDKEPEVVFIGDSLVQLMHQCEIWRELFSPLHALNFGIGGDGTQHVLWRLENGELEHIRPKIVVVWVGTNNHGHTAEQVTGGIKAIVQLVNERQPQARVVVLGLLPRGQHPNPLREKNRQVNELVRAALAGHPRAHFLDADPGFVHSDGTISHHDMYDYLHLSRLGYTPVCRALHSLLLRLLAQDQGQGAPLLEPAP
PAFAH2 FP inh: PAFAH2 (human) inhibition; 340,000 tested, 0.99% active; recombinant PAFAH2, FP-rhodamine activity probe, fluorescence polarization; Q99487; inhibition, % at 3.39 µM; AID 492956;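 active = inhibition above the mean over all tested compounds plus 3 SD, cut at about 30% in these data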;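 also: inhibitors block probe labeling of enzyme so polarization drops; 0% = enzyme with DMSO and 100% = wells lacking PAFAH2 protein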
GSTO1 counter: GSTO1 inhibition, counter-screen for RBBP9 inhibitors. P78417. recombinant GSTO1, activity-based probe fluorescence polarization. inhibition, % at 5.96 µM. 300,000 tested, 1.1% active;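 active = inhibition above the campaign mean inhibition plus 3 SD, cut at about 35% in these data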;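 also: 0% = GSTO1-1 with DMSO and 100% = wells lacking GSTO1-1 enzyme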
Target sequence (P78417 whole entry, looked up): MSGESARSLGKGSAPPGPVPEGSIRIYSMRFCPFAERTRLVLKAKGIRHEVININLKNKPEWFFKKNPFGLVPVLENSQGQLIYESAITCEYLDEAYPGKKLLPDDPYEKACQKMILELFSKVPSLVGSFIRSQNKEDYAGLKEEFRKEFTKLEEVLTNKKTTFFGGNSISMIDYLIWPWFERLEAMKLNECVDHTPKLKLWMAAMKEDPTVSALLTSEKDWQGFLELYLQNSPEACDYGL
ZTA DNA inh: blocks Epstein-Barr virus ZTA, an EBNA-1 counter-screen; 320,000 tested, 0.15% active; ZTA-DNA binding, fluorescence polarization; inhibition, % at 11 µM; P03206; in the data active = inhibition above about 33%
Target sequence (P03206 whole entry, looked up): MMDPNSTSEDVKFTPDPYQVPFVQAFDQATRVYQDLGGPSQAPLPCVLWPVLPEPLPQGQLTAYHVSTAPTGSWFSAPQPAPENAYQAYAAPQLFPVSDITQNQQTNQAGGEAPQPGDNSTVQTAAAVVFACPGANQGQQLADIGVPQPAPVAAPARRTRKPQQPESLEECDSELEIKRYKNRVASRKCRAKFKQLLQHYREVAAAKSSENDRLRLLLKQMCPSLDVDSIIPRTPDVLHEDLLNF
PAD4 FP inh: blocks human protein arginine deiminase 4 | AID 485272 | 330,000 tested, 0.41% active | Q9UM07 | recombinant PAD4, RCA probe fluorescence polarization | inhibition, % at 6.36 µM;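 active = percent inhibition above a cutoff equal to the mean of all tested compounds plus 3 SD, cut at about 15% in these data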;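 also: 0% = PAD4 with RCA probe and DMSO and 100% = probe without PAD4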
PREPL inhibitor: inhibitors of human prolyl oligopeptidase-like enzyme PREPL; Q4J6C6; recombinant PREPL, fluorescence polarization activity-based probe; inhibition, % at 5.96 µM; 320,000 tested, 0.68% active; AID 2751; in the data active = inhibition above about 43%;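 also: 0% = enzyme with DMSO and 100% = wells lacking enzyme; many of its hits are not listed in these tables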
LYPLA2 counter: LYPLA2 (human) inhibition in PME1 counter-screen | AID 2177 | inhibition, % at 5.9 µM | recombinant LYPLA2, FP-Rh probe fluorescence polarization | 320,000 tested, 0.38% active;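 active = inhibition above the screen-wide mean plus 3 SD, limit set per campaign, cut at about 26% in these data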;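 also: 0% = LYPLA2 with DMSO and 100% = wells lacking LYPLA2 enzyme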
Target sequence (O95372 whole entry, looked up): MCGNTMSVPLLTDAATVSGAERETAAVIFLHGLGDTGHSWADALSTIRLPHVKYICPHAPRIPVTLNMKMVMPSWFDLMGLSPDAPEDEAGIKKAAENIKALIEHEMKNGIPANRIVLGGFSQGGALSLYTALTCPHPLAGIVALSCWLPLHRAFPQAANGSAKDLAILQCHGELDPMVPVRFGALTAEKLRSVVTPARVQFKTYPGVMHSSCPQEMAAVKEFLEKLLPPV
LYPLA1 counter: counter-screen for PME1 inhibitors: inhibitors of human LYPLA1; recombinant LYPLA1, FP-Rh probe fluorescence polarization; inhibition, % at 5.9 µM; 320,000 tested, 0.16% active;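 active = inhibition above the mean of all tested compounds plus 3 SD, set per campaign, cut at about 14% in these data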;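 also: inhibitors block serine hydrolase probe labeling of LYPLA1 so polarization falls; 0% = enzyme with DMSO and 100% = wells lacking LYPLA1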
The depositor's hits bear a star; / = no result given.

SMILES | EBNA-1 inh | PAFAH1B3 FP inh | PAFAH2 FP inh | GSTO1 counter | ZTA DNA inh | PAD4 FP inh | PREPL inhibitor | LYPLA2 counter | LYPLA1 counter
CN(C)CCCNC(=O)Cc1ccc(Br)cc1 | -10.7 | 6.5 | 5.6 | 6.6 | -11.5 | -1.8 | 4.8 | -2.7 | 0.9
CC(C)(C)C(=O)N1c2ccccc2CCc2ccccc21 | 8.9 | 1.7 | 5.5 | 0.2 | -5.3 | -0.7 | -4.7 | -2.0 | 3.0
Nc1nc(Cl)cc(N2CCC(c3cc(-c4ccc(Cl)cc4Cl)n[nH]3)CC2)n1 | 0.4 | -9.6 | 1.1 | -22.2 | -7.1 | -0.2 | -7.6 | -4.5 | -6.5
O=C(Nc1ccccc1F)c1cc2c(s1)-c1ccccc1S(=O)(=O)C2 | 52.8* | -1.0 | -2.2 | 1.7 | -1.6 | -1.3 | -5.0 | 2.4 | -0.8
O=C(NNC1CC(=O)N(c2ccc3c(c2)OCCO3)C1=O)c1ccccc1 (stereo not drawn) | 2.0 | 6.5 | 12.4 | 17.3 | 6.9 | -3.0 | -2.8 | -2.1 | -0.8
COc1ccc(N2CCN(CCCNC(=O)C3CCN(S(=O)(=O)N4CCOCC4)CC3)CC2)cc1 | -1.3 | 0.5 | -1.9 | -1.6 | -3.0 | -2.6 | 18.2 | 3.9 | 0.7
O=C1N2c3ccccc3CCc3cccc(c32)C1(O)C(F)(F)F (stereo not drawn) | -10.7 | 8.3 | 3.5 | -5.2 | -3.5 | 2.0 | 14.2 | 0.5 | 0.1
CCCCC[C@@H]1C=C(C(=O)O)[C@H](c2ccc(CC)cc2)N1S(=O)(=O)c1ccc(C)cc1 | / | 6.1 | 1.2 | / | / | -5.2 | 4.9 | / | /
Cc1ccc(Cl)c(NC(=O)CN2CCN(C=O)CC2)c1 | -1.9 | / | / | -11.3 | 3.3 | 0.0 | 8.2 | -0.7 | -2.8
COc1ccc(C2=NS(=O)(=O)N(C)C(C(=O)N(C)Cc3ccccc3)=C2)cc1OC | 3.7 | 5.2 | -1.5 | 7.4 | -1.4 | -1.3 | -3.8 | 1.1 | -1.4
O=S(=O)(Nc1nc2ccccc2nc1NCCO)c1cccc(Cl)c1 | 0.0 | 26.4* | 4.2 | 0.4 | -7.2 | 1.2 | 7.1 | 13.7 | 1.9
O=S(=O)(NN1CCOCC1)c1ccc(Br)cc1 | 7.6 | -3.6 | 2.9 | 7.8 | 17.9 | -2.9 | 1.8 | 0.9 | -0.9
Fc1ccc(CSc2nncn2NCc2ccccc2)cc1 | 1.1 | 8.3 | 2.0 | 2.9 | -13.3 | -0.6 | 6.0 | -3.6 | -3.5
Cc1ccccc1CNc1nc(N)n(-c2ccccc2)n1 | -7.0 | 11.3 | -2.9 | 7.1 | 6.2 | -1.2 | 2.3 | 3.4 | -1.8
O=C(CN1CCN(S(=O)(=O)c2ccc(F)cc2)CC1)Nc1ccc(F)cc1F | 11.8 | -0.9 | 5.1 | 2.6 | 7.7 | 4.3 | -24.1 | -0.3 | 2.1
COc1ccc(NC(=O)c2cc3ccccc3cc2O)cc1 | 17.9 | 10.6 | 7.7 | 27.7 | 12.1 | -3.3 | 20.9 | -11.3 | -13.9
O=C(CCCN1C(=O)c2cccc3cccc(c23)C1=O)N1CCN(c2ccccn2)CC1 | 7.3 | 6.2 | 1.3 | 2.2 | -17.1 | -2.5 | -135.8 | 21.9 | 7.5
Cc1ccc2cccc(N=Cc3c(C)[nH]n(-c4ccccc4)c3=O)c2n1 | 6.0 | 6.7 | -0.9 | 13.8 | 3.2 | -15.0 | 27.1 | -8.8 | -7.6
O=C(CSc1nc2ccccc2n1CC(=O)N1CCOCC1)N1CCCC1 | 3.3 | -3.1 | -2.9 | -1.3 | -14.9 | 2.5 | 3.0 | 4.7 | 1.3
Cc1nnc(SCC(=O)Nc2cc(C(F)(F)F)ccc2N2CCOCC2)o1 | -5.5 | 5.4 | 2.9 | 9.8 | -12.4 | -1.4 | 5.3 | -2.3 | -1.6
CC(C)Cc1nc2oc3c(NCc4cccnc4)ncnc3c2c2c1CCC2 | 2.9 | 6.6 | -1.6 | 0.1 | 2.8 | -2.7 | 2.5 | 2.3 | -0.9
O=C1C(=O)N(CCCN2CCOCC2)C(c2ccc(F)cc2)/C1=C(/O)c1ccccc1 (stereo not drawn) | -6.4 | -0.9 | 0.8 | -1.5 | 2.0 | -8.8 | 13.3 | 4.5 | 4.9
O=C(Nc1ccccc1)c1cc(S(=O)(=O)NCc2ccncc2)ccc1Cl | -1.4 | 4.9 | -3.5 | -0.1 | 2.9 | -0.2 | 6.9 | 6.9 | -0.1
O=C(CNC(=S)N(CCCN1CCOCC1)Cc1cccs1)NC1CCCCCCC1 | 10.7 | -0.4 | 8.6 | 2.3 | 15.2 | -3.2 | -5.2 | 11.1 | 1.2

One compound at a time, as listed above. Order of values: EBNA-1 inh | PAFAH1B3 FP inh | PAFAH2 FP inh | GSTO1 counter | ZTA DNA inh | PAD4 FP inh | PREPL inhibitor | LYPLA2 counter | LYPLA1 counter
Cc1ccc2cccc(N=Cc3c(C)[nH]n(-c4ccccc4)c3=O)c2n1 across the screens: 6.0 | 6.7 | -0.9 | 13.8 | 3.2 | -15.0 | 27.1 | -8.8 | -7.6
CC(C)Cc1nc2oc3c(NCc4cccnc4)ncnc3c2c2c1CCC2 across the screens: 2.9 | 6.6 | -1.6 | 0.1 | 2.8 | -2.7 | 2.5 | 2.3 | -0.9
O=C(CSc1nc2ccccc2n1CC(=O)N1CCOCC1)N1CCCC1 across the screens: 3.3 | -3.1 | -2.9 | -1.3 | -14.9 | 2.5 | 3.0 | 4.7 | 1.3

(listing goes on)
SMILES | EBNA-1 inh | PAFAH1B3 FP inh | PAFAH2 FP inh | GSTO1 counter | ZTA DNA inh | PAD4 FP inh | PREPL inhibitor | LYPLA2 counter | LYPLA1 counter
COc1ccc(C2=NS(=O)(=O)N(C)C(C(=O)Nc3ccc(OC)c(OC)c3)=C2)cc1 | -2.9 | -4.1 | 4.3 | 3.1 | -0.1 | -4.5 | -3.5 | 0.7 | -4.6
COc1ccc(S(=O)(=O)NC2(C(F)(F)F)N=C(c3ccccc3)NC2=O)cc1 (stereo not drawn) | -3.5 | -4.5 | -0.3 | -0.1 | 11.3 | -9.0 | 2.9 | 0.4 | 1.9
Cc1ccc(NC(=O)c2ccc(S(=O)(=O)N3CCOCC3)cc2)c(C)c1 | -1.1 | -4.8 | -15.5 | 1.7 | -1.9 | 2.6 | 4.9 | -0.3 | -2.0
COc1ccccc1NC(=O)c1cc(C)oc1C | -1.1 | -9.3 | 2.9 | 7.5 | -10.6 | 2.3 | 17.9 | -7.6 | 1.7
O=C(NC1CCCCCC1)c1cccc(S(=O)(=O)N2CCOCC2)c1 | / | 5.5 | 2.2 | / | / | 1.2 | 18.5 | / | /
CC1CCCC(C)N1NC(=O)c1ccc(Cl)c(S(N)(=O)=O)c1 (stereo not drawn) | 11.4 | -6.0 | -0.5 | 6.5 | 4.6 | 2.4 | -2.8 | 7.7 | 2.0
COc1cc(C(=O)NC(=S)N(CCc2ccccc2)CCc2ccccc2)cc(OC)c1OC | -6.1 | 7.0 | -0.6 | -1.1 | 5.2 | 1.2 | 3.5 | -5.8 | -9.2
COc1ccc2oc(=O)c(C(=O)O)cc2c1 | -12.4 | 4.6 | -6.8 | -5.0 | -9.3 | -2.4 | 8.2 | -0.3 | -0.1
O=C(NCC(=O)N1CCN(c2ccc([N+](=O)[O-])cc2)CC1)c1ccco1 | / | 12.0 | 3.7 | / | / | -0.3 | 14.8 | / | /
O=C(O)c1ccc(CSCc2ccco2)cc1 | -4.0 | -1.9 | 7.4 | 3.9 | 10.8 | -1.8 | 3.3 | 4.0 | 3.0
Cc1ccc(NC(=O)C2CCCN2C(=O)Oc2ccccc2)c(C)c1 (stereo not drawn) | 3.1 | 5.2 | 1.9 | -0.5 | 6.7 | -0.3 | 2.5 | 0.7 | -0.6
O=C(Oc1cccc(-c2cnc3ccccc3n2)c1)c1ccco1 | -3.7 | -0.3 | 4.1 | 13.5 | -8.4 | 24.3* | 34.3 | -3.3 | -1.9
CC1=CCn2c(=O)c3ccccc3c(=O)n2C1 | -5.5 | -2.2 | -1.8 | 1.9 | -15.2 | -6.8 | -2.3 | 4.0 | 0.2
COc1ccccc1S(=O)(=O)N1CCC(C(=O)O)(c2ccccc2)CC1 | 9.4 | 10.1 | -8.0 | -0.9 | 14.2 | 0.3 | -1.7 | 7.3 | 1.2
O=C(NNC(=S)NCc1ccco1)c1cccs1 | -2.5 | -1.2 | 2.6 | 2.5 | -4.0 | -0.5 | -7.9 | 6.5 | 1.6
c1ccc2c(c1)N1CCCN=C1N2CCN1CCCCC1 | -3.8 | 10.2 | 4.6 | 4.8 | 6.9 | -2.8 | 6.2 | 3.3 | 0.8
O=C(CCN1C(=O)c2ccccc2C1=O)Nc1ccc2c(c1)OCCO2 | -0.1 | 0.7 | -1.8 | 1.2 | 5.5 | 0.3 | 9.5 | 1.5 | -0.8
CCOc1ccccc1NC(=O)Nc1cccc(NC(C)=O)c1 | 0.8 | 5.2 | 0.2 | -1.6 | -6.0 | -2.6 | -2.7 | -3.0 | -0.4
CCN(Cc1cc2cc(OC)ccc2[nH]c1=O)C(=O)Cc1ccc(OC)cc1 | 2.7 | -3.2 | -2.3 | 1.1 | 6.6 | -2.3 | -0.4 | -1.5 | 1.2
COc1cc(/C=N/Nc2snc(SC)c2C#N)ccc1O | 0.2 | -1.5 | 5.8 | 16.4 | 0.1 | 5.5 | 16.8 | -8.9 | -7.8
COc1cccc(NCc2ccc([N+](=O)[O-])s2)c1 | 4.4 | 10.0 | -4.1 | 5.5 | 0.4 | -7.1 | 0.2 | 1.0 | -1.4
O=C(NC1CC1)C(Cc1ccccc1)NS(=O)(=O)c1ccccc1F (stereo not drawn) | -11.8 | -1.2 | 1.3 | -3.8 | -5.1 | 4.5 | 23.7 | -5.1 | -3.7
Cc1ccc(C(=O)CC(C(=O)O)n2ccc(C)n2)cc1 (stereo not drawn) | 0.3 | 4.7 | -0.2 | 1.8 | 4.2 | -3.9 | -7.3 | -1.9 | 1.9
O=C(Nc1ccc(OCc2ccccc2)cc1)c1cccc([N+](=O)[O-])c1 | -3.2 | -0.2 | -5.0 | -1.6 | -7.4 | -1.5 | 3.1 | -7.3 | -4.8
Cn1c(CN2CCOCC2)nnc1SCC(=O)Nc1cccc(C(F)(F)F)c1 | 1.6 | -11.8 | -2.5 | 10.9 | 5.5 | -5.7 | -5.9 | 1.3 | 0.4
COCC(C)n1c(SCc2ccc(C(=O)OC)cc2)nc2ccccc2c1=O (stereo not drawn) | 6.1 | 9.0 | 5.9 | -1.5 | 16.7 | 0.4 | -0.7 | -1.8 | -1.7
Cn1c(N)c(C(=O)COC(=O)c2ccccn2)c(=O)n(C)c1=O | -5.2 | 3.7 | -1.2 | 7.2 | -6.0 | 1.0 | -9.8 | 1.0 | -2.8
O=C(NCc1ccccc1)c1onc(CSc2ccc(F)cc2)c1C(=O)NCCCN1CCOCC1 | -9.0 | 7.4 | 2.6 | 3.1 | 16.2 | -5.2 | -1.4 | 12.7 | 1.8
NC(=O)C[n+]1cccc(/C=N/O)c1 | -9.9 | 8.3 | 2.8 | 19.7 | -25.0 | -3.3 | 10.9 | 7.4 | 3.7
CC1=CC(C)(C)NC(=S)N1c1cccc2ccccc12 | -15.3 | 1.3 | -2.6 | 1.9 | 7.1 | -9.7 | -5.2 | -6.4 | 0.1
O=C(CCC(=O)NNC(=O)c1ccccc1[N+](=O)[O-])NCc1ccccc1 | -3.0 | / | / | -1.8 | 0.5 | -4.6 | 0.4 | 6.3 | 0.5
O=C(CC1C(=O)NCCN1Cc1cccc(Oc2ccccc2)c1)NCCn1cccn1 (stereo not drawn) | 6.9 | 3.6 | 0.0 | 2.4 | -4.4 | 2.0 | 8.1 | -2.0 | -1.0
CC1(C)CC(=O)N(Cc2ccccc2)C(=O)C1 | -6.3 | 5.4 | -5.0 | 3.5 | -8.7 | -2.8 | 5.7 | -1.6 | -4.9

The list is partial (hit frequency here may not be typical).
